KB-V1 MDR tox = kills drug-selected multidrug resistant KB-V1 cells. KB-V1 MDR cells viability, CellTiter-Glo, 72 h. Potency, µM (doses to about 46.1 µM), inactives show at the top dose activity change, negative = cytotoxicity, most hits filed as cytotoxic. 400,000 compounds, 3.4% hits; also: potency is read from the fitted curve at half-maximal effect; % is scaled to controls: 0 for no effect and ±100 for the full control effect; nearly all actives have a fitted effect of over 60% in size
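In this primary screen, KB-V1 cells overexpressing P-gp are incubated with library compounds (lowest to highest concentration) for 72 h at 37 degrees C before a luminescent ATP viability read.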
IL-1B inflam inh = inflammasome signaling inhibition, IL-1 beta readout | AID 743279 | activity change, % at 57.5 µM | 360,000 compounds, 4.7% hits | THP-1 LPS/ATP IL-1B secretion, AlphaLISA, 16 h; hits give low values; in the data active = activity change below about -50%; inconclusive = mostly about -30% to -49%; also: % is scaled to controls: 0 for no effect and ±100 for the full control effect
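THP-1 cells pretreated 1 hr with compounds (up to 57.5 uM final), then stimulated with LPS (250 ng/mL final) plus ATP (1.25 mM final); secreted IL-1B measured by AlphaLISA after 16 hr, decreased signal indicating inhibition.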
MCF10A rereplic = induces DNA re-replication in MCF 10a normal breast cells. MCF 10A DNA re-replication, Hoechst nuclear intensity, 48 h. Potency, µM (top dose mostly 46.1 µM), without a hit: top-dose activity, positive = re-replication, actives largely listed as activators. 350,000 compounds, 2.9% hits; also: potency is read from the fitted curve at half-maximal effect; % of control where 0% means no effect; nearly all actives have a fitted effect of over 50% in size
KB-3-1 tox = KB-3-1 parental cell cytotoxicity | KB-3-1 viability, CellTiter-Glo ATP luminescence, 72 h | 400,000 compounds, 1.4% hits | AID 1347075 | Potency, µM (doses to about 46.1 µM), for the others: top-dose activity change, negative = cytotoxic, usual class: cytotoxic; also: potency is read from the fitted curve at half-maximal effect; % is scaled to controls: 0 for no effect and ±100 for the full control effect; nearly all actives have a fitted effect of over 60% in size
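Multi-concentration cytotoxicity screen in KB-3-1 cells grown in DMEM lacking phenol red with 10% FBS. After 72 h at 37 °C with compound, ATP-dependent luminescence was recorded.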
HT1080-NT tox = kills 2HG-producing HT-1080-NT fibrosarcoma cells. HT-1080-NT fibrosarcoma viability, CellTiter-Glo ATP luminescence, 48 h. AID 686970. 360,000 compounds, 1.6% hits. Potency, µM (top dose mostly 46.1 µM), inactives show at the highest dose activity, negative = less viability, actives largely listed as cytotoxic;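 also: NT is the 2HG producing partner of a matched IDH1 knockdown line; potency is read from the fitted curve at half-maximal effect; 0% = DMSO-treated cells and -100% = media-only wells without cells; nearly all actives have a fitted effect of over 55% in size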
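750 cells/well, RPMI + 5% FBS; 2 h settle, compound pin-transfer, 48 h at 37 degrees C. CellTiter-Glo 10 min RT, luminescence. Normalized to DMSO and media-only wells.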
SW480 rerep = inducers of DNA re-replication in SW480 colon cancer cells; SW480 DNA re-replication, Hoechst DNA content imaging, 48 h; AID 624297; Potency, µM (highest dose often 46.1 µM), for the others: at the top dose re-replication activation, usual class: activators; 340,000 compounds, 1.8% hits; also: potency is read from the fitted curve at half-maximal effect; % of control where 0% means no effect; nearly all actives have a fitted effect of over 55% in size
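Readout is total intensity of Hoechst-stained nuclei, excited at 405 nm and collected at 500-530 nm. Compound treatment lasted 48 hr at 37 C in 5% CO2 before staining.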
HT1080 IDH1KD tx = toxicity to HT-1080 IDH1 knockdown cells (counter line) | 360,000 compounds, 2% hits | Potency, µM (top dose mostly 46.1 µM), without a hit: at the highest dose activity, negative = toxicity, hits mostly cytotoxic | HT-1080 IDH1 knockdown viability, ATP luminescence, 48 h;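 also: potency is read from the fitted curve at half-maximal effect; 0% = DMSO wells and -100% = cell-free medium wells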
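Using the IDH1-knockdown HT-1080 line run in the same batch and compound series as the NT line, viability after 48 h at 37 °C was determined by CellTiter-Glo luminescence and expressed as % activity.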
DRD3 agonist = agonists of human D3 dopamine receptor; P35462; D3R DiscoveRx beta-arrestin cells, luminescence, 90 min; AID 652048; max activation, %; 410,000 compounds, 0.58% hits; in the data active = max activation above about 30%; also: 0% is about no effect; mostly tested at two doses, the higher about 12 µM
Target sequence (P35462 whole entry, looked up): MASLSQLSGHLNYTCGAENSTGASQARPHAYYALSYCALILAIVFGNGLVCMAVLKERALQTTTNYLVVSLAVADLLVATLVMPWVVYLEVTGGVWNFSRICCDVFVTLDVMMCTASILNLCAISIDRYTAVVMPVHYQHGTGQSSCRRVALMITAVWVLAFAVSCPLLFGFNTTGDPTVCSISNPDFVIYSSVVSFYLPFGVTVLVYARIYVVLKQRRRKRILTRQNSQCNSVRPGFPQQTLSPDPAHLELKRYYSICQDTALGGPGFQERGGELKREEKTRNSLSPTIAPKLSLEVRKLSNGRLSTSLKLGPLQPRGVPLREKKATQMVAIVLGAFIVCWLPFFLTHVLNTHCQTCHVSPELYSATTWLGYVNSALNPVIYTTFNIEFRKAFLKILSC
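Cells at 1500/well, incubated overnight, then treated with pinned compounds (dopamine as control) for 90 min at 37 degrees C. DiscoveRx reagent added for 30 - 60 minutes at room temperature; luminescence read.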
GLP1R cytotox = cytotoxicity counter-screen for GLP-1 receptor inverse agonists; HEK293 cAMP-luciferase reporter cells, luminescence, 24 h; 410,000 compounds, 0.13% hits; Potency, µM (highest dose often 38.3 µM), for the others: top-dose activity change, negative = inhibition, actives largely listed as inhibitors;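 also: loss of luciferase light is scored as toxicity; potency is read from the fitted curve at half-maximal effect; % is scaled to controls: 0 for no effect and ±100 for the full control effect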
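Luminescence readout: signal drop marks cytotoxicity. Plated cells grew 12 h at 37 °C, 5% CO2, received 23 nL compound for 24 h, then got luciferase reagent, read after 12 min at RT.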
Active calls of the source: *; ? = inconclusive; . = not tested or not shown; & = joins results of further samples; [ ] = dose if it differs, or a comment. Unless noted, calls follow the shape of the dose curve; as a rule, active = well fitted curve in the direction sought with a large enough effect; inconclusive = small, poorly fitted or top-dose-only effect, or another doubt; inactive = no such curve, though single readings can be large; an effect the other way counts as inactive or inconclusive.

SMILES | KB-V1 MDR tox | IL-1B inflam inh | MCF10A rereplic | KB-3-1 tox | HT1080-NT tox | SW480 rerep | HT1080 IDH1KD tx | DRD3 agonist | GLP1R cytotox
CC(C)CC(=O)Nc1ccc([N+](=O)[O-])cc1Cl | 20% | -11 | 2% | 2% | -1% | 1% | -2% | 3 | -3%
O=C(CSc1nnc(-c2ccccc2F)o1)Nc1ccc(N2CCOCC2)cc1 | ? | 6 | -3% | -5% | 0% | 2% | 9% | -1 | -5%
CC(C)CCNC(=O)C(c1ccncc1)N(Cc1cccs1)C(=O)Cn1nnc(-c2ccc(F)cc2)n1 (stereo not drawn) | -30% | -15 | ? | ? | -28% | 25% | -26% | -2 | 22%
CNC(=O)C(NC(=O)c1ccccc1)=C(C)C | 2% | -11 | -1% | -13% | 12% | -7% | 4% | 1 | 0%
CCc1nnc(NC(=O)CSc2ccc(-c3ccccc3OC)nn2)s1 | -10% | 26 | -2% | -8% | -11% | -1% | 1% | 1 | 3%
CC(=O)N(Cc1nc2sc(C)c(C)c2c(=O)[nH]1)C1CCCC1 | ? | 29 | -2% | 0% | -17% | 1% | 1% | 2 | 11%[7.66 µM]
O=C(N/N=C/c1ccco1)c1ccc(NC(=O)c2ccc(Cl)cc2)cc1 | 8% | -2 | -6% | -6% | 13% | -12% | -3% | -10 | 0%
CCN1C(=O)/C(=C2/Sc3ccc(OC)cc3N2C)SC1=Nc1ccc(OC)cc1 | -1% | 1 | -33%[inhibitor] | 3% | -4% | -41%[inhibitor] | -10% | 5 | -1%
O=C(c1ccc(F)cc1F)N1CCN(c2n[nH]c(=O)[nH]c2=O)CC1 | ? | 4 | 0% | -11% | 0% | -2% | -10% | 7 | -3%
OCC[C@@H]1C[C@H](O)[C@@H](O)[C@@]2(Cc3ccccc3CO2)O1 | -7% | 17 | 8% | 3% | -1% | -8% | 1% | -21 | ?
O=C(COc1ccc(F)cc1)OCCN1CCOCC1 | 27% | 15 | -15% | 16% | 13% | -11% | 13% | 0 | -1%
Cn1cc(CN2CCCC(CO)(Cc3ccccc3)C2)cn1 (stereo not drawn) | 0% | 32 | 0% | 1% | -15% | -18% | -6% | -4 | 0%

Part of the list above with just HT1080-NT tox, MCF10A rereplic and IL-1B inflam inh.
SMILES | HT1080-NT tox | MCF10A rereplic | IL-1B inflam inh
Cn1cc(CN2CCCC(CO)(Cc3ccccc3)C2)cn1 (stereo not drawn) | -15% | 0% | 32
CC(C)CCNC(=O)C(c1ccncc1)N(Cc1cccs1)C(=O)Cn1nnc(-c2ccc(F)cc2)n1 (stereo not drawn) | -28% | ? | -15

Carrying on:
SMILES | KB-V1 MDR tox | IL-1B inflam inh | MCF10A rereplic | KB-3-1 tox | HT1080-NT tox | SW480 rerep | HT1080 IDH1KD tx | DRD3 agonist | GLP1R cytotox
O=C(CN1C(=O)C(=O)N(Cc2ccco2)C1=O)Nc1ccccc1 | ? | 24 | -1% | -2% | -4% | -2% | 8% | 4 | 2%
COc1ccc(CN2C(=O)CCC(C(=O)O)C2c2ccccc2)cc1 (stereo not drawn) | -6% | -1 | -4% | -24% | -14% | 5% | 10% | 10 | 9%
COc1cc(/C=C2\SC(N)=NC2=O)ccc1OCC(=O)Nc1ccc(C)cc1 | 6% | -103* | 8% | -4% | 2% | -3% | 0% | 2 | -20%
CN(CC(=O)Nc1ccccc1[N+](=O)[O-])Cc1ccc(Br)cc1 | ? | -7 | -2% | 3% | ? | -10% | -21% | 0 | 2%
Cc1nnc(N2CCCC(C(=O)Nc3cccc(C(F)(F)F)c3)C2)c2nn(-c3ccccc3)c(C)c12 (stereo not drawn) | 27% | . | . | -10% | . | . | . | 10 | ?
CCC(=O)Nc1cc(C(F)(F)F)ccc1N1CCCC1 | 0% | 0 | -2% | 16% | 8% | -5% | 27% | 3 | -7%
COc1cccc(/C=N/NC(=O)C(=O)NCc2cccnc2)c1O | ? | 34 | 12% | -3% | -30% | -59%[inhibitor] | ? | 2 | -8%
CN1CCN(NC(=O)c2ccc(Cl)c(S(=O)(=O)Nc3ccc(Cl)cc3)c2)CC1 | -11% | -13 | 2% | 12% | 0% | -8% | 0% | -2 | 7%
CSCC[C@H](NC(=O)NCc1ccccc1F)C(=O)O | 26% | 13 | -6% | -4% | -1% | ? | 1% | -9 | 20%
O=C(NC1CCCCC1)c1nc(C2CCNCC2)oc1-c1ccccc1 | 0% | -66* | . | 0% | ? | . | ? | -2 | -9%
Cc1cccc(NC(=O)CN2C(=O)CNC2=O)c1 | 7% | 1 | 0% | 14% | 2% | 3% | 2% | -2 | 1%
O=C(c1coc(=O)c2ccccc12)N1CCN(Cc2ccccc2)CC1 | 17% | 5 | -7% | 0% | -3% | -9% | -1% | -1 | 6%
CC(C)n1nnnc1C1c2ccccc2C(=O)N1C1CC1 (stereo not drawn) | 0% | 12 | . | -7% | -2% | . | 4% | 3 | 2%
Cc1nnc(SCC(=O)Nc2cc(S(C)(=O)=O)ccc2Cl)n1Cc1ccccc1 | 12% | 19 | 4% | ? | 13% | 5% | 4% | 2 | 0%
CCCCC1(C(=O)OCC)CC(CSC(=N)N)OC1=O (stereo not drawn) | 11% | -8 | ? | -20% | 6% | -19% | 10% | 11 | 5%
CCc1ccc2nc(N(CCN(C)C)C(=O)c3ccc4ccccc4c3)sc2c1 | -9% | -54* | 10% | 7% | -17% | -11% | -2% | -13 | 8%
C=CCOC(=O)C1=C[C@H](c2coc3ccccc3c2=O)C[C@H](OCCCCO)O1 | -12% | -1 | ? | 0% | 6% | -7% | 7% | 3 | 5%
CCC(C)NS(=O)(=O)c1ccc(S(=O)(=O)N(CCc2ccc(OC)c(OC)c2)Cc2cccs2)cc1 (stereo not drawn) | -26% | -15 | ? | ? | -5% | 10% | -13% | 8 | -8%
O=C(CSc1nc(-c2ccccc2)c(-c2ccccc2)[nH]1)N1CCN(S(=O)(=O)c2ccccc2)CC1 | 0% | ? | 5% | ? | -13% | 14% | -17% | 0 | -1%
O=C(Nc1ccc(Oc2ccccc2)nc1)C1CCCCN1Cc1ccco1 (stereo not drawn) | ? | 40 | 1.8µM* | -30% | ? | 2.9µM* | ? | -8 | ?
Cc1ccc(CCNC(=O)CN2C(=O)COc3ccc(S(=O)(=O)N4CCCCC4)cc32)cc1 | -8% | ? | -2% | -3% | -4% | ? | -15% | -7&1 | -3%&-24%
CCn1cc(C(=O)OCC(=O)c2ccc(Cl)cc2)c(=O)c2ccc(C)nc21 | -15% | 24 | -5% | 4% | 5% | 0% | 4% | 1 | -15%
CCOc1ccccc1N1CCN(CC(=O)N(CC(C)C)c2c(N)n(CC(C)C)c(=O)[nH]c2=O)CC1 | 2% | 12 | 1% | 16% | -9% | 7% | 6% | -3 | 6%
O=C1c2ccccc2N(Cc2ccc(Cl)cc2)C2=NCCN12 | 0% | -4 | -4% | 2% | 16% | 5% | 7% | 3 | 3%
O=C(O)c1ccccc1C(=O)O | 0% | 16 | -2% | 0% | 21% | 9% | 1% | 5 | 0%
COc1ccc2c(c1)C(=O)C(=O)N2 | 15% | -7 | 18% | 14% | 16% | -4% | 21% | -7 | -23%
O=C(CN1C(=O)NC2(CCCCCCC2)C1=O)NCc1ccccc1 | 21% | 1 | 7% | 2% | -3% | -6% | 0% | -4 | -5%
C=CCn1c(=O)c2ccccc2n2c(SCc3cc(=O)n4ccsc4n3)nnc12 | -25% | 5 | 3% | 21% | 2% | -10% | 5% | 2 | 2%
O=C1c2ccccc2C(=O)N1Cc1nc2ccccc2c(=O)n1Cc1ccco1 | 24% | -5 | -92%[0.0737 µM] | 6% | -15% | 10% | 3% | 0 | 7%
O=C(O)Cn1nc(-c2ccccc2)oc1=O | 9% | 7 | -2% | 2% | 13% | 2% | 13% | -1 | -16%
CCc1ccc(/C(C)=N/NC(=O)c2ccc(-n3cnnn3)cc2)cc1 | -11% | -24 | -1% | -9% | -1% | 1% | -13% | -10 | 16%
C/C=C/c1cccc(-c2nc(C(=O)NC3CCC3)cc3c2[C@@H](CCO)N(S(=O)C(C)(C)C)C3)c1 (stereo partly drawn) | 1% | . | . | 0% | 5% | . | -3% | -2 | 3%
COc1ccccc1CC(NC(C)=O)C(=O)NC1CCN(S(=O)(=O)c2ccc(NC(C)=O)cc2)CC1 (stereo not drawn) | 2% | -5 | -35%[inhibitor] | -3% | 5% | 0% | 2% | -1 | -5%
Cc1ccccc1NC(=O)Cn1nnc(-c2ccc(N3CCOCC3)cc2)n1 | 0% | 15 | 1% | -1% | 0% | -3% | -20% | 4 | -3%
Cc1c(C(=O)/C=C/N(C)C)nnn1-c1ccc(Cl)cc1C#N | -20% | . | -9% | -5% | 18% | -66%[inhibitor] | 19% | -11 | ?
CC(=O)Nc1cc2nc(C)n(Cc3ccccc3)c2nc1C | ? | -2 | 8% | 16% | 21% | 5% | 17% | 4 | -1%
CC1(C(=O)N2Cc3ccccc3C2)CCN1C(=O)Cc1ccccc1 (stereo not drawn) | 3% | 5 | . | 0% | 22% | . | 13% | -5 | -5%
CN1CC(COCc2ccccc2)Oc2ccccc2S1(=O)=O (stereo not drawn) | 0% | 20 | 12% | 0% | -2% | ? | 2% | 9 | -6%
CCc1ccc2c(CN3CCc4cc(OC)c(OC)cc4C3)cc(=O)oc2c1 | -6% | 0 | 10% | 5% | -2% | 0% | -18% | 31* | 4%
CC1CN(C(=O)CN2C(=O)NC3(CCCCCC3)C2=O)CC(C)O1 (stereo not drawn) | -11% | 3 | 1% | -4% | -9% | -2% | -17% | -4 | 2%
CCOc1ccc(C(=O)c2c(N)c(-c3nc(-c4ccc(OCC)cc4)cs3)c3ccccn23)cc1 | 27% | . | . | 6% | . | . | . | -8 | -3%
O=C1c2ccccc2C(=O)c2c1ccc(C(=O)N1CCCCC1)c2NCCO | ? | -7 | -2% | -10% | 5% | 1% | 17% | -11 | -9%
Cc1ccc(C(=O)OCC(=O)NC2CCCCC2)o1 | -2% | 12 | 0% | 11% | 3% | 0% | 0% | 3 | -27%

Source: PubChem
